Assay outcomes deposited in PubChem by several laboratories.
SR-BI HDL uptake: inhibitors of mouse SR-BI mediated HDL lipid uptake. Q61009. ldlA[mSR-BI] CHO cells, DiI-HDL uptake fluorescence, 3 h. inhibition, % at 12.5 µM. actives 0.96% (n = 320,000);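 active means mean replicate inhibition of at least 70% and a set share of replicates each scoring 70 or more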;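 further: 0% = median of neutral control wells and 100% = median of positive control wells; values of inactives mirror those of a sister screen read the other way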
Target sequence (Q61009 whole entry, looked up): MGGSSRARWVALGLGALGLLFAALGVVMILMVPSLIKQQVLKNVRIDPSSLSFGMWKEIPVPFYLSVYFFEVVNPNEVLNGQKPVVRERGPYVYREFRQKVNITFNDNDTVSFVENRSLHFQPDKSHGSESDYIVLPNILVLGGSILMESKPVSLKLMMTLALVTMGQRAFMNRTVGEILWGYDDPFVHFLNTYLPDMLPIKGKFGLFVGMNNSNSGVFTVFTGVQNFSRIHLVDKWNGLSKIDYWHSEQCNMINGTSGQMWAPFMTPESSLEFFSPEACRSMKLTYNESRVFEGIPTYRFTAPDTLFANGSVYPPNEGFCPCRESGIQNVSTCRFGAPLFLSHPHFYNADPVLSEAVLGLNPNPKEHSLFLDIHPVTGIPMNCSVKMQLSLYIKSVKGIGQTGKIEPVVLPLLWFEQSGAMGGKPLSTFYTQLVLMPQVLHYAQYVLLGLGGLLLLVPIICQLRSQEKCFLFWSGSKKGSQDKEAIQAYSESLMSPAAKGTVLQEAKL
SR-BI DiI-HDL act: SR-BI HDL lipid transfer activation; CHO ldlA[mSR-BI] cells, DiI-HDL uptake fluorescence, 3 h; 100 = double the neutral-control signal; activation, % at 12.5 µM; actives 0.096% (n = 320,000);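 active means mean replicate activation of at least 60% and every replicate at or above 60%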;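 further: 0% = median plate neutral-control signal and 100% = twice that signal; values of inactives mirror those of a sister screen read the other way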
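Test system: SR-BI-overexpressing, LDLR-lacking CHO cells. Measured by: DiI fluorescence, bottom read. Medium: Ham's F12 with 0.5% BSA, HEPES 25 mM, pH 7.4. Timing: 3 h uptake period with compound, 37 °C.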
dFosB activator: mouse delta FosB homodimer activation. actives 0.99% (n = 340,000). AID 493131. purified delta FosB, TAMRA-CDK5 oligo fluorescence polarization; percent of positive-control signal above neutral wells. activation, % at 25 µM;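 active means mean activation above about 17%, with every replicate also reaching it, limit read from the data, passing the limit was not always enough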;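 further: fluorescence polarization rise as delta FosB binds a TAMRA Cdk5 AP-1 oligo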
Target sequence (P13346 whole entry, looked up): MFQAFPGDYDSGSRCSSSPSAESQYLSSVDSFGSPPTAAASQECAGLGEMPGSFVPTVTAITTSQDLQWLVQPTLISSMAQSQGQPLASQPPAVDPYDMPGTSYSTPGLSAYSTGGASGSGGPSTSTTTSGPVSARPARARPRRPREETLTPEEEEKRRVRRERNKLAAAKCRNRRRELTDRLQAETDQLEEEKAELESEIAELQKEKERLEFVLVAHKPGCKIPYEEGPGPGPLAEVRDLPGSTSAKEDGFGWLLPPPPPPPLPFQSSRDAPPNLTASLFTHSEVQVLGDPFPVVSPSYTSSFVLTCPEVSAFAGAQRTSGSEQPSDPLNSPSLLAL
CDK5 p35 inh: inhibitors of human CDK5/p35 kinase; Q00535+Q15078; Recombinant CDK5/p35, ADP-Glo luminescence, 60 min; actives 0.01% (n = 330,000); AID 488839; inhibition, % at 10 µM;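 active means highest replicate inhibition of at least 50% and at least 75% of replicates reaching 50%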;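 further: plate controls were DMSO neutral control for no effect and GW8510 at 10 µM for full effect; many of its hits are not listed in these tables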
Arr AP2 block: inhibitors of human beta-arrestin and AP2 interaction; FITC-arrestin peptide / GST-AP2 beads, flow cytometry; AP2 beta2 appendage carries R879A mutation; inhibition, % at 10 µM; actives 0.31% (n = 340,000); AID 504490;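 active means inhibition above a set limit, near 3 SD of compounds lacking own fluorescence, cut at about 54% in these data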;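 further: plate controls were DMSO wells for no effect and 5 µM unlabelled arrestin peptide for full effect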
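System: GST-AP2 R879A glutathione beads; medium: PBS, Tween 20 0.05%, BSA 0.1%; reagent: fluorescein-tagged arrestin peptide at 50 nM final; schedule: pre-incubation 12 min, peptide binding 1 h, room temperature; detection: flow cytometry, FL1 (488/535 nm); read-out: inhibition as reduced fluorescein signal on beads, percent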
SUMO Mot1 rescue: SUMOylation pathway inhibition by Mot1-301 growth rescue. S. cerevisiae Mot1-301 growth rescue, ATP luminescence, 38.5C; percent above DMSO median, 100 means doubled. growth rescue, % at 18.8 µM. actives 1% (n = 320,000). AID 2716;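 active means every valid replicate shows activation above 250% relative to neutral control wells; inactive means the rest, any valid replicate at or below 250%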;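 further: OY570 slx delta 5 strain wells were the positive control but not used for scaling; some compounds called inactive have numbers as strong as hits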
MITF act: increases MITF-driven TRPM1 promoter luciferase signal | SK-MEL-5 TRPM1-promoter luciferase, 24 h; % of positive control, neutral wells = 0 | activation, % at 12.5 µM | actives 0.75% (n = 300,000) | AID 588334;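 active means mean activation of at least 80% with every replicate also reaching 80%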;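 further: 0% = neutral control wells and 100% = parthenolide positive control wells; values of inactives mirror those of a sister screen read the other way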
PKA-R2B act: PKA-R2B complex activation; PKA-R2B holoenzyme dissociation, Cy5-IP20 fluorescence polarization; R2B truncated from residue 108, S112A mutant; 0% DMSO only, 100% 113 µM cGMP; activation, % at 11.4 µM; AID 504700; actives 0.079% (n = 340,000);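 active means activation above a cutoff set at the mean over all compounds plus 3 SD, cut at about 18% in these data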;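 further: higher means more holoenzyme dissociation and a rise in polarization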
NSD2 HMT inh: blocks human histone methyltransferase NSD2; O96028; NSD2 peptide methylation, AlphaScreen, 120 min; inhibition, % at 12.5 µM; actives 0.54% (n = 310,000); in the data active means inhibition above about 50%
PKA-R1A activ: PKA-R1A complex activation. P00514+P68181. PKA-R1A dissociation, Cy5-IP20 fluorescence polarization; scaled: DMSO 0%, 113 µM cGMP 100%. activation, % at 11.4 µM. actives 0.083% (n = 340,000). AID 504707;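 active means percent activation above the mean of all tested compounds plus 3 SD, cut at about 19% in these data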;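 further: higher means more PKAc released from R1A so a rise in polarization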
Pemphigus Ab inh: blocks pemphigus antibody binding to human desmoglein-3; actives 0.48% (n = 310,000); binding (percent of control), % at 10 µM; DSG3-coupled beads, scFv-anti-DSG3-GFP binding, flow cytometry; hits give low values; P32926;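 active means binding more than 3 SD below its plate's average and above zero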;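 further: hits lower antibody fragment binding to DSG3; some compounds called inactive have numbers as strong as hits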
* marks the source's active call; other numbers are inactive results; / = not tested or not shown.

SMILES	SR-BI HDL uptake	SR-BI DiI-HDL act	dFosB activator	CDK5 p35 inh	Arr AP2 block	SUMO Mot1 rescue	MITF act	PKA-R2B act	NSD2 HMT inh	PKA-R1A activ	Pemphigus Ab inh
COc1ccc2[nH]c(C(=O)N(C)c3ccc(F)cc3F)cc2c1	-1.4	1.4	-7.8	0.3	14.5	-13.3	0.3	-1.4	-3.6	-7.2	117.9
O=C(CSc1nc2ccccc2c(=O)n1Cc1ccco1)NCc1ccco1	11.6	-11.6	-0.2	-3.8	-8.3	-12.1	-2.4	-4.8	-0.8	6.2	98.9
Cc1ccc(S(=O)(=O)NCCC(=O)NCC(=O)Nc2c(C)cccc2C)cc1C	3.9	-3.9	6.5	-3.0	32.2	-7.5	3.2	-14.8	-6.2	1.3	104.3
O=C(Nc1ccc(F)c(Cl)c1)N1CCCC1	-13.7	13.7	-6.3	1.5	17.2	-13.6	9.2	2.6	-3.4	11.1	102.6
CCOC(=O)c1[nH]ncc1CN1CCCC(C(=O)c2cccc3ccccc23)C1 (centres undefined)	3.4	-3.4	-10.2	0.6	-1.2	-10.5	-19.8	-3.1	-0.2	-9.5	104.2
COc1ccc2[nH]c(=O)c(CN(CC3CCCO3)C(=O)Nc3ccccc3)cc2c1 (centres undefined)	-49.4	49.4	-14.8	-1.8	2.5	-17.5	2.9	3.6	0.6	-0.8	96.8
COc1ncnc2c1sc1nc(-c3ccccc3)c3c(c12)CCCC3	37.6	-37.6	-8.4	0.6	19.9	-11.6	6.8	9.4	-3.9	5.1	84.3
CC1(C(=O)OCC(=O)Nc2ccc(C(N)=O)cc2)CC1(Cl)Cl (centres undefined)	-15.9	15.9	0.5	2.5	-7.0	70.6	-4.8	0.6	-2.6	-3.0	115.2
COc1cccc(C(c2sc3ncnn3c2O)N2CC(C)OC(C)C2)c1 (centres undefined)	-45.9	45.9	0.1	0.0	0.4	-0.1	-0.1	-13.7	/	-16.8	101.6
CCn1c(=O)c2c3c(sc2n(C)c1=O)CCC3	-14.9	14.9	3.0	-0.1	8.5	0.1	-2.4	-4.0	-3.1	-0.8	106.2
Cc1ccc(O)c(CCc2ccccc2)n1	5.2	17.7	-1.6	-0.9	2.1	156.9	10.3	-3.1	-2.5	-0.9	125.9
COc1ccc(CNC(=O)N2CCN(c3ccc(F)cc3)CC2)cc1Cl	1.7	-1.7	-4.3	-2.1	13.6	18.6	1.7	-1.6	-0.6	-3.0	114.9
CCn1cc(S(=O)(=O)N2CCN(Cc3cccc(Cl)c3)CC2)cn1	-18.2	18.2	-9.0	-1.9	50.9	248.3	4.4	6.0	23.4	15.7	103.1
CC(C)(C)c1cc(C(F)(F)F)c(C#N)c(=O)[nH]1	-35.4	35.4	-4.0	0.1	5.8	306.3	-12.8	-4.4	9.1	9.1	/
O=C(Nc1cc(S(=O)(=O)Nc2ccccc2F)ccc1Cl)c1ccc(F)cc1F	10.0	-10.0	-7.6	0.2	-7.1	22.5	8.0	-8.8	88.9*	-2.4	94.7
CCc1ccc(NC(=O)CSc2nc3ccsc3c(=O)n2CCCCCC(=O)O)cc1	-16.4	16.4	2.1	-6.8	-17.1	-16.1	-1.1	-2.8	-0.4	-13.6	98.9
COc1cc(CNCCN(C)C)ccc1OCc1c(F)cccc1Cl	-15.5	15.5	0.9	0.6	8.9	-2.5	26.1	0.8	0.0	3.1	102.0
COc1ccc(C(=O)N/N=C(\C)CC(=O)Nc2ccc3ccccc3c2)c(OC)c1	11.8	-11.8	-13.2	0.6	-1.5	10.9	-27.6	-2.5	-2.1	-5.0	/
CC(=O)N1CCCc2ccc(NS(=O)(=O)c3ccc(C)c(C)c3)cc21	11.9	-11.9	-10.6	-0.4	36.0	228.8	-14.8	-9.5	3.4	1.1	97.9
COc1cc(C(=O)Nc2nccs2)cc(OC)c1OC	-24.9	24.9	-9.8	0.9	9.1	90.9	3.7	-8.8	-0.6	-6.2	94.3
Cc1cnc2c(c1)C(=O)c1ccccc1-2	-26.9	26.9	-4.4	0.3	3.9	9.2	8.8	-2.2	3.1	-0.3	103.7
O=S(=O)(c1ccc(F)c(Cl)c1)N1CCN(C/C=C/c2ccccc2)CC1	-5.1	5.1	-3.8	-0.5	1.5	51.3	-8.5	4.0	40.9	-5.5	83.5
Cc1ccccc1Cn1cc(/C=N/n2cnnc2)c2ccccc21	26.5	-26.5	-13.4	-0.3	3.3	-17.8	0.3	-6.8	-2.5	-1.9	100.8
Nn1cnnc1N/N=C/c1ccccc1C(F)(F)F	-38.4	38.4	1.4	-1.0	-16.1	-25.3	-10.5	-2.4	-3.0	6.9	93.3
C=CCNC(=O)NC(=O)COC(=O)/C(C#N)=C/c1ccc(OC)cc1	-23.2	23.2	-5.6	0.4	16.9	5.8	-5.0	-6.4	-4.5	-6.3	92.8
Cn1cc(S(=O)(=O)N2CCOCC2)cc1C(=O)NCc1ccccc1Cl	-8.7	8.7	0.4	4.1	-8.7	-2.8	8.0	0.2	/	-22.8	99.6
CCOP(=O)(OCC)C(C)(C)NC(=O)Nc1ccc(Cl)c(Cl)c1	12.2	-12.2	-17.9	0.5	-0.1	0.5	-3.0	3.5	-2.3	-1.0	/
CCc1ccc([C@H]2C(C(=O)O)=C[C@@H](CC3CCCC3)N2S(=O)(=O)c2ccc(C)cc2)cc1	0.3	-0.3	-2.9	-0.6	-16.7	/	3.9	-14.8	/	-0.6	104.2
COc1ccc(N2CCN(S(=O)(=O)c3c(C(=O)N4CCOCC4)c(C)n(C)c3C)CC2)cc1	-10.6	10.6	-5.7	-1.1	-2.2	301.4	7.8	-8.1	2.2	-10.5	101.3
CC(C)C[C@H](NC(=O)c1nc[nH]c1C(=O)N1CCC(C)CC1)C(=O)OC(C)(C)C	8.8	-8.8	0.9	0.4	17.8	-12.0	0.7	-4.6	/	-8.6	99.8
CCOc1cc(-c2c(C#N)c(N)nc3c2CCCC3)ccc1O	23.4	-23.4	0.3	0.8	20.0	357.9	-2.3	0.3	-0.2	3.8	108.8
CCOC(=O)c1sc(NCC2CCCO2)nc1C (centres undefined)	18.5	-18.5	-1.3	0.1	3.0	-27.6	21.8	-1.6	-1.1	7.5	102.2
Cc1c(CC(=O)NCCC(=O)O)c(=O)oc2cc3oc4c(c3cc12)CCCC4	-19.9	19.9	-1.3	-1.8	2.1	-18.4	-3.7	-0.9	0.3	-6.5	188.4
O=C(O)c1cc2cc(Oc3ccccc3)ccc2[nH]1	-23.8	23.8	-3.1	3.1	10.1	-6.1	/	-7.9	-2.4	1.5	116.8
CCN(c1ccccc1)S(=O)(=O)c1ccc(OC)c(NC(=O)CN(C)C)c1	/	/	-8.5	0.6	16.3	-14.6	-2.1	1.1	/	-1.0	90.6
CCc1c(C(=O)NC2CCCc3ccccc32)[nH]c(C)c1C(C)=O (centres undefined)	36.2	-36.2	-2.8	/	-12.5	0.4	-11.4	-8.5	8.0	7.4	103.8
CC(C)(C)C(=O)Nc1nnc(SCC(=O)NCc2ccco2)s1	-9.6	9.6	-1.6	-0.2	9.5	9.8	-10.0	-6.4	-0.8	-7.1	90.9
O=C(NCc1ccc2c(c1)OCO2)c1ccc2c(c1)N(Cc1c(F)cccc1Cl)C(=O)CS2	-14.1	14.1	2.4	/	-10.4	-5.0	-20.4	2.4	0.1	-3.4	101.0
Cc1ccc(S(=O)(=O)/C(=C/Cl)NC(=O)c2ccccc2)cc1	3.6	-3.6	-3.5	-0.7	0.6	7.9	-29.1	9.3	-0.3	6.7	/
Cc1ccc2nc(-c3ccccn3)c(NC3CCCC3)n2c1	29.8	-29.8	-10.4	1.8	10.2	-4.6	18.1	1.8	/	-17.5	104.6
CC(=O)Cc1ccccc1OCC(=O)O	-38.0	38.0	-1.1	-0.8	26.1	-8.9	0.2	-4.0	4.4	-0.4	99.6
COc1cccc(C(C)NC(=O)Nc2ccccc2Cl)c1 (centres undefined)	/	/	-6.9	0.8	2.4	5.2	-24.8	0.5	-3.1	-0.5	97.8
C/C(=N\Nc1ccc(S(=O)(=O)N2CCOCC2)cc1[N+](=O)[O-])C(C)C	7.4	-7.4	-7.2	-0.2	-13.7	-5.3	-6.4	-6.3	21.3	1.1	97.7
Cc1ccc(NC(=O)CCc2ccc(S(=O)(=O)N3CCOCC3)cc2)c(C)c1	7.6	-7.6	-2.9	-10.8	-3.6	6.9	4.2	0.3	-2.1	4.3	104.0
CC1Sc2ccc(C(=O)Nc3ccc(S(=O)(=O)N(C)C)cc3)cc2NC1=O (centres undefined)	42.1	-42.1	-12.7	0.5	-1.8	26.5	-13.8	-2.4	5.6	10.1	111.7
COC(=O)c1ccc(C(=S)N2CCOCC2)cc1	-18.5	18.5	8.3	3.0	-5.8	-6.9	0.4	-8.8	0.3	1.4	95.5
Nc1nc(COC(=O)CCC(=O)c2ccccc2)nc(Nc2ccccc2)n1	-16.2	16.2	-1.5	0.3	-7.5	/	14.8	0.0	0.5	7.5	87.7
COc1ccccc1CNC(=O)c1nn(-c2ccc(C)cc2)c(=O)c2c1c1ccccc1n2C	56.0	-56.0	-7.8	1.4	8.5	-5.1	-19.4	-1.2	-0.4	-5.7	/
C=CC[C@@H](CC(=O)N[C@@H](CO)Cc1ccccc1)C(=O)N[C@H](COC(=O)[C@@H](CC=C)Cc1ccc(F)cc1)C(C)(C)C	18.0	-18.0	-3.5	1.3	/	10.4	0.8	-3.8	/	-2.0	97.8
CN(N=O)c1ccc(C=C2C=Cc3ccccc32)cc1	22.6	-22.6	-4.7	-0.8	-11.9	/	74.8	-2.2	/	-12.3	/
Cc1cc(Oc2ccc3ccccc3c2)nc(SCC(=O)c2ccccc2)n1	31.4	-31.4	-9.8	-0.1	7.8	-9.8	-18.5	-6.8	-1.6	7.5	100.1
